Assay outcomes from PubChem BioAssay.
KKLEB cytotox: reduces viability of KKLEB cystic fibrosis airway cells. AID 602141. KKLEB CF airway cells viability, ATPlite luminescence, overnight; active compounds read low; cells stimulated with P. aeruginosa culture filtrate. activity change (cytotoxicity), % at 5 µM. 0.36% of 360,000 active;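 active = corrected activity change at or below -50% at 5 µM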
LMP1 NFkB inh: reduces LMP1-driven NF-kappaB luciferase signal | LMP1-induced NF-kappaB luciferase reporter cells, luminescence | inhibition, % at 12.5 µM | 0.69% of 350,000 active; in the data active = inhibition above about 41%;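 also: 0% = neutral control wells and 100% = reference inhibitor control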
NR5A2 inv ag: NR5A2 inverse agonism in reporter assay; O00482; HEK293T StAR-luciferase reporter, LRH-1 transfected, 24 h; inhibition, % at 3.6 µM; 0.13% of 360,000 active; AID 602396;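 active = inhibition above the mean inhibition of all tested compounds plus 3 SD, cut at about 73% in these data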;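 also: 0% = DMSO wells and 100% = reporter-only cells lacking LRH-1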
Target sequence (O00482 whole entry, looked up): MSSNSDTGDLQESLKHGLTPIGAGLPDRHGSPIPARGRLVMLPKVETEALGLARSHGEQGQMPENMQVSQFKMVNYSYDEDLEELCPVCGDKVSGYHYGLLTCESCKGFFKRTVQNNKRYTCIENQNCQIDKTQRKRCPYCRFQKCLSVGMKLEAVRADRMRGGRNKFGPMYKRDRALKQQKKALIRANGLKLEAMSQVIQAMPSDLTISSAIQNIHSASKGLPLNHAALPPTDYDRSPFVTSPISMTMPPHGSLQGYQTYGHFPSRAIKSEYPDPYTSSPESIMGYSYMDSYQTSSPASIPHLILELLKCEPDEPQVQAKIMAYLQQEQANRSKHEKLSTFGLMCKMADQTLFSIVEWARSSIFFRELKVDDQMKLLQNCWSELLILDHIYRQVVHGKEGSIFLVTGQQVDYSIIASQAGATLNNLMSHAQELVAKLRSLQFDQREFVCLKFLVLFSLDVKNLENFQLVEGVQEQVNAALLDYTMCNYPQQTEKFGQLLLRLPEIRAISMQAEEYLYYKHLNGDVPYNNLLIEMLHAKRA
COUP-TFII inh: inhibitors of human COUP-TFII (NR2F2). HEK293T NGFI-A luciferase reporter, luminescence. inhibition, % at 8.6 µM. 0.7% of 370,000 active. AID 686940;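 active = inhibition above a per-plate cutoff, mean inhibition of test wells between control levels plus 3 SD, cut at about 38% in these data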;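 also: cells cotransfected with COUP-TFII expression vector driving the NGFI-A reporter; 0% = median of COUP-TF2 test wells and 100% = reporter-only cells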
Target sequence (P24468 whole entry, looked up): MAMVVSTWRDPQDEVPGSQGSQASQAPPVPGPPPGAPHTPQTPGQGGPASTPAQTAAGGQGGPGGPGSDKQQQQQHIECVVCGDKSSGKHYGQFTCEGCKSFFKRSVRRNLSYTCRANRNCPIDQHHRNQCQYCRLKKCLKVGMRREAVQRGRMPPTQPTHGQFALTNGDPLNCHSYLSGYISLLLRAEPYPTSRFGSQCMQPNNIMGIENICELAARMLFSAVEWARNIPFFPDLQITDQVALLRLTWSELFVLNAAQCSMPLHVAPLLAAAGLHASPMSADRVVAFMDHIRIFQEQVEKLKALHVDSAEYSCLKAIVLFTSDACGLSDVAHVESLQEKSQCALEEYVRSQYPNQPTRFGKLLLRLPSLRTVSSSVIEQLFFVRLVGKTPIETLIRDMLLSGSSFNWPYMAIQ
NCOA3 inh: inhibitors of human steroid receptor coactivator 3 (SRC3) | inhibition, % at 3.6 µM | 0.17% of 360,000 active | Q9Y6Q9 | HEK293 GAL4-SRC3 luciferase reporter, luminescence | AID 588352;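 active = inhibition above a per-campaign cutoff, the mean of all compounds plus 3 SD, cut at about 60% in these data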;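 also: 0% = DMSO-treated cells and 100% = gossypol-treated cells at 36 µM; higher means less SRC3-driven luciferase light from the GAL4 reporter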
NCOA1 inh: human NCOA1 inhibition | 0.12% of 360,000 active | HEK293 GAL4-SRC1 luciferase reporter, luminescence | Q15788 | inhibition, % at 3.6 µM;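 active = inhibition above the campaign mean plus 3 SD, with each screening campaign given its own cutoff, cut at about 60% in these data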;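 also: 0% = DMSO treated cells and 100% = gossypol at 36 µM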
TROY signal inh: inhibitors of TROY-dependent NF-kB signaling | Q293 LMP1-TROYcd NF-kB luciferase reporter, 4 h | inhibition, % at 10 µM | 0.98% of 360,000 active;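 active = compounds whose plate-normalised and pattern-corrected inhibition of the luciferase reporter signal at the single screening dose is 50% or more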
C8 TRAIL sens: caspase-8 TRAIL sensitization; 1% of 360,000 active; inhibition (viability loss, TRAIL sensitization), % at 10 µM; NB7+C8 cells + TRAIL, ATPlite viability luminescence;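 active = compounds causing at least 50% loss of cell viability in the single-dose screen, relative to plate controls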
Shn3 3UTR inh: Schnurri-3 reporter inhibition in Clone20 osteoblasts; Clone20 osteoblast Shn3 3'UTR firefly luciferase, 24 h; inhibition, % at 12.5 µM; 0.52% of 360,000 active;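 active = mean inhibition of at least 75% with every replicate also reaching 75%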;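 also: 0% = median of neutral control wells and 100% = pilot-screen positive control compound; some compounds past the cut are filed as inactive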
TWEAK-Fn14 inh: blocks TWEAK-Fn14 interaction in a reporter cell assay. 2% of 360,000 active. inhibition, % at 10 µM. TWEAK-stimulated Fn14 reporter cells, luciferase luminescence, 8 h; in the data active = inhibition above about 50%
CF NFkB inh: inhibitors of cystic fibrosis induced NF-kB; KKLEB NF-kB-GFP reporter, PAF-induced, GFP fluorescence overnight; inhibition, % at 5 µM; 0.86% of 360,000 active; AID 588850;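 active = at least 50% inhibition at 5 µM, scaled per plate between neutral and stimulator controls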;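 also: PAF is a Pseudomonas aeruginosa culture filtrate used as stimulus; plate controls were PAF-stimulated DMSO wells for no effect and unstimulated DMSO wells for full effect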
Starred values were filed as active, the others as inactive; x = not tested or not shown.

SMILES	KKLEB cytotox	LMP1 NFkB inh	NR5A2 inv ag	COUP-TFII inh	NCOA3 inh	NCOA1 inh	TROY signal inh	C8 TRAIL sens	Shn3 3UTR inh	TWEAK-Fn14 inh	CF NFkB inh
COc1cc(OC)c(NS(=O)(=O)c2cc(C(=O)OCC(=O)NCC3CCCO3)ccc2OC)cc1Cl (stereo unspecified)	-3.6	8.2	5.1	-4.8	9.9	4.5	2.6	-5.3	-34.4	-15.0	-2.5
CS(=O)(=O)N1CCN(C(=O)COc2ccccc2)CC1	7.7	-2.8	1.2	13.2	-5.6	-14.8	-4.9	2.0	7.3	-0.1	1.4
Cc1ccccc1NC(=O)CCN1CCN(C/C=C/c2ccccc2)CC1	-4.7	6.9	-4.0	9.6	-0.3	-4.1	8.7	7.8	17.3	-10.7	-12.4
C[C@H](CO)N1C[C@H](C)[C@H](CN(C)C(=O)Nc2cccc3ccccc23)Oc2c(NC(=O)c3ccc(-c4nccs4)cc3)cccc2C1=O	-7.5	8.7	21.0	6.0	27.0	-7.2	34.2	-21.7	7.9	28.2	13.8
CCN(Cc1cc(=O)n2ccsc2n1)Cc1nc2ccccc2c(=O)[nH]1	5.9	-11.7	-3.1	12.1	-1.1	-3.9	-0.9	-2.8	-2.4	9.0	0.6
COc1ccccc1C(c1nnnn1Cc1ccccc1)N1CCC(C(N)=O)CC1 (stereo unspecified)	-4.6	-11.2	7.0	-4.3	7.1	-8.6	-10.9	8.6	15.8	4.3	11.2
COc1cc2c(=O)n(CCC(=O)NCC3CCCO3)c(=O)n(CC(=O)Nc3ccccc3C)c2cc1OC (stereo unspecified)	-3.1	2.7	-9.1	-3.0	1.9	13.5	-14.2	-0.5	-5.2	-3.5	-0.6
COc1cc(C(=O)Nc2ccc(C)cc2)c2ccccc2n1	6.4	2.4	8.8	-36.2	-9.4	-3.4	-5.2	4.5	11.4	-8.4	-0.2
O=P1(NC2CCCC2)OCC2(CO1)COP(=O)(NC1CCCC1)OC2 (stereo unspecified)	4.6	8.9	-6.3	-9.8	6.1	-12.4	8.4	-4.3	-4.7	9.8	-6.9
CCN(CC)C(=O)CSc1ncnc2sccc12	2.8	-1.7	3.5	10.5	-3.7	-33.9	-14.8	3.8	-14.1	5.1	5.2
Cc1ccc(C(=O)c2cc([N+](=O)[O-])ccc2N2CCCCC2)c(C)c1	-49.6	2.0	23.4	-70.8	22.3	1.9	6.2	-68.7	33.7	27.1	63.0*
CC(C)CCNC(=O)C(C)N(Cc1ccc(F)cc1)C(=O)c1ccc(CN2CCCCC2)o1 (stereo unspecified)	-4.3	3.6	8.3	x	12.1	0.2	-4.0	-7.0	6.1	1.1	2.6
CCCOc1ccc(C(=O)NC(=S)Nc2nc3ccccc3s2)cc1	-0.7	-14.9	29.1	-25.5	-10.7	-16.5	10.6	32.7	-36.9	8.9	-11.0
CCc1c(C)sc(NC(=O)OC)c1C(N)=O	7.8	-7.2	4.7	8.2	-17.0	-18.6	-15.4	15.4	9.0	11.1	-4.3
Cc1ncc(C(O)c2ccccc2)n1Cc1ccccc1 (stereo unspecified)	-3.4	3.3	-24.9	0.0	3.5	8.5	7.0	-0.1	22.3	-8.8	-20.3
FC(F)(F)c1ccc(Nc2nnnc3ccccc23)cc1	11.7	-17.0	-5.2	2.6	-28.6	-22.9	-69.9	-3.8	-10.4	-12.2	8.9
Cc1cc(C)nc(NS(=O)(=O)c2ccc(NC(=O)Cc3ccc(F)cc3)cc2)n1	-4.3	-11.9	-7.4	3.9	7.1	-10.4	-8.2	-4.2	-70.3	-3.4	-11.2
N#C/C(=C(/O)COc1ccc(Br)cc1)c1nnc2n1CCCCC2	-6.2	-10.3	-26.6	8.0	10.3	-0.8	-17.8	2.6	-2.5	13.1	5.3
O=[N+]([O-])c1ccc(CN2CCN(c3ccc([N+](=O)[O-])cc3)CC2)cc1	3.7	13.0	21.1	39.8*	10.9	5.1	12.6	12.8	40.6	21.1	-19.6
Cc1cccc(-c2nnnn2-c2cccc(C)c2)c1	5.3	-2.9	15.0	-4.0	12.8	6.9	-7.9	-10.1	-3.4	-0.5	-7.6
CCCCC[C@@H](C)N1C[C@@H](COCc2ccccc2)Oc2cc(N3CC[C@@H](O)C3)ccc2S1(=O)=O	x	x	13.1	9.6	x	x	15.6	2.4	x	15.8	x
O=C(NC1CCN(Cc2ccccc2)CC1)c1ccccc1	15.2	-2.9	6.7	23.8	-11.6	-56.1	1.0	-3.0	4.5	6.3	-14.4
CC(C)CN(CC(C)C)C(=O)Nc1ccc(F)cc1F	6.5	-5.5	15.0	19.6	15.4	-3.7	8.6	12.9	19.6	7.1	-3.5
CC(=O)c1cc2cccc(OC3(C)CCN(Cc4ccc5ccccc5c4)C3)c2o1 (stereo unspecified)	-8.3	x	-3.2	4.5	-11.5	4.3	-4.3	7.0	13.7	-4.1	-9.3
COc1ccc2c(c1)c1ncn(Cc3ccccn3)c(=O)c1n2C	-7.0	1.4	0.2	10.4	-21.4	1.1	-0.5	16.7	-0.9	-3.8	-8.7
Next part.
SMILES	KKLEB cytotox	LMP1 NFkB inh	NR5A2 inv ag	COUP-TFII inh	NCOA3 inh	NCOA1 inh	TROY signal inh	C8 TRAIL sens	Shn3 3UTR inh	TWEAK-Fn14 inh	CF NFkB inh
Cc1ccccc1OCCn1cc(C(=S)N2CCN(C)CC2)c2ccccc21	-2.4	-5.9	13.1	-4.0	-5.8	-1.3	-9.4	1.6	3.6	10.4	8.4
COc1cc(C)c(Cl)cc1S(=O)(=O)N(C)C	14.9	7.7	-5.3	-8.1	-14.9	5.7	1.4	-5.8	15.4	1.6	4.6
CC1(C)CC(=O)C(C(=O)C2CCN(S(=O)(=O)c3ccccc3)CC2)C(=O)C1	5.4	-11.4	9.2	-2.1	-11.4	12.5	1.3	-0.9	13.8	9.6	-5.2
COc1ccc(-c2nn(C)c(=O)c3ccccc23)cc1NC(=O)COc1ccccc1	-6.4	5.2	-0.3	-20.3	10.3	9.7	44.8	26.9	43.2	71.2*	-50.6
CC(C)c1nc2sc3c(SCC(N)=O)ncnc3c2c2c1CCC2	-22.3	0.1	15.3	-6.0	5.3	-8.4	12.4	-1.1	1.2	-45.8	19.7
COc1ccc(S(=O)(=O)N2CCN(C(=O)c3cc4c(s3)CCCC4)CC2)cc1	3.9	3.2	14.5	-2.5	3.4	-4.6	-6.2	32.8	34.3	-5.8	2.5
NNc1ncnc2c1cnn2-c1ccccc1	-7.2	-7.0	4.2	-14.3	-11.9	-22.7	-17.7	4.9	-27.8	12.8	-22.6
O=C(O)c1ccccc1C(=O)NCC(O)COc1ccc(Cl)cc1 (stereo unspecified)	2.2	-6.1	-16.8	4.8	3.9	-9.5	-46.1	3.3	x	-13.1	-0.9
O=C(CNC(=O)c1ccco1)NCCCc1ccccc1	-8.0	-1.3	1.7	-12.7	15.2	0.7	-1.0	5.2	6.4	9.2	-0.1
CCOC(=O)c1cnc2c(C)cc(C)cc2c1Nc1ccc(S(=O)(=O)Nc2ncccn2)cc1	12.2	-1.5	-7.3	2.6	9.7	-27.5	5.4	0.4	-3.5	-3.7	4.2
CC1(C)Cc2c(C#N)c(N3CCN(C(=O)c4ccccc4)CC3)nc(-c3ccco3)c2CS1	-1.3	-6.1	-11.8	2.1	-19.6	-11.0	-4.3	2.6	0.9	-18.4	3.3
CC1CCCC(C)N1C(=O)COC(=O)CCC(=O)c1cccs1 (stereo unspecified)	-6.1	-5.9	-9.0	-6.4	-12.6	-14.1	-9.9	-7.5	1.3	10.3	3.4
Cn1cc(Cl)c(C(=O)NNC(=S)NCc2ccco2)n1	0.5	-2.5	0.5	-4.1	18.5	5.4	8.8	-9.3	-1.7	13.2	8.2
O=C(C1=C[C@@H](c2ccc(Br)cc2)C[C@@H](OCc2ccc(CO)cc2)O1)N1CCOCC1	13.1	-0.6	-4.5	5.0	3.7	5.4	-8.3	-9.7	-14.3	-14.2	3.0
Brc1ccccc1OCCCN1CCCC1	5.2	6.6	-2.7	12.8	-16.8	-18.9	15.0	7.4	2.3	8.3	-21.1
CC(C)N(Cc1nc(-c2ccccc2)no1)C(=O)c1ccc(Br)o1	3.2	3.3	3.4	-7.4	5.2	4.5	14.0	-6.9	6.7	13.1	-3.2
CCC(=O)N(c1nnc(SCC(=O)Nc2ccccc2Cl)s1)C1CC1	-3.1	1.2	-5.2	9.6	4.7	-21.8	-14.7	-2.7	-23.7	-5.2	-2.3
C[C@H]1CN([C@@H](C)CO)C(=O)CCCn2nncc2CO[C@H]1CN(C)S(=O)(=O)c1ccc(C#N)cc1	21.9	-12.6	15.3	-10.2	-6.1	-0.5	-2.6	-5.4	-4.5	-5.6	-20.2
CC(=NO)C1CCC2C3CCC4=CC(=NO)CCC4(C)C3C(O)CC12C (stereo unspecified)	-9.2	9.8	12.2	4.9	15.2	-1.7	13.0	36.9	32.5	29.8	-0.9
COc1ccc(-c2cc(C(F)(F)F)n3nc(C(=O)NCCN4CCOCC4)cc3n2)cc1	17.2	15.1	3.2	-7.5	2.5	-16.5	7.1	-5.1	5.6	-9.3	-3.4
O=C(Nc1ccc2c(c1)OCCO2)C(C1CC1)N1CCN(c2ccc(C(F)(F)F)cn2)CC1 (stereo unspecified)	-15.7	x	-32.0	11.9	-0.8	-3.6	12.6	-7.7	-2.4	-0.1	6.5
CCOc1ccc(N2C(=O)CC(/C=C3/N(C)c4ccccc4C3(C)C)C2=O)cc1 (stereo unspecified)	2.9	3.2	4.9	-14.9	13.4	-16.0	9.1	-7.5	-6.9	31.0	-9.9
CN1C(=O)N(CC(=O)Nc2ccc(C(F)(F)F)cc2)C(=O)C12CCCCC2	10.2	-9.3	18.6	23.6	9.8	1.4	1.7	8.0	-10.7	-11.5	-29.9
CCN(CC)CC(=O)Nc1ccc([N+](=O)[O-])cc1	6.8	1.0	19.9	-5.1	7.8	0.0	-2.0	-0.9	-0.9	-10.6	-8.6
NC(=Nc1ccc(Cl)cc1)c1ccccc1	-8.9	-2.8	-37.5	-27.7	12.2	-30.4	-14.5	-0.2	-7.9	-10.7	-2.1
COc1ccccc1N1CCN(C(=O)CCCN2C(=O)c3cccc4cccc(c34)C2=O)CC1	2.1	2.7	-6.2	-5.0	13.2	10.5	-15.9	25.7	16.9	20.9	-9.8
CSc1oc(-c2ccc(F)cc2)nc1S(=O)(=O)c1ccc(F)cc1	-2.6	88.8*	7.0	-4.9	6.0	-15.8	8.8	5.7	20.1	13.5	-1.3
Cc1cccc(-c2nc(C)cc(=O)[nH]2)c1	7.4	-4.0	-0.8	4.1	9.8	-34.1	4.7	-9.6	-25.4	-12.3	-5.1
O=S(=O)(C(=CNc1ccccc1)S(=O)(=O)c1ccccc1)c1ccccc1	-15.8	-2.4	14.0	9.6	14.3	12.0	-7.2	4.9	2.4	-6.2	8.6

Gathered by group: those above with an NH in an aromatic ring
SMILES	KKLEB cytotox	LMP1 NFkB inh	NR5A2 inv ag	COUP-TFII inh	NCOA3 inh	NCOA1 inh	TROY signal inh	C8 TRAIL sens	Shn3 3UTR inh	TWEAK-Fn14 inh	CF NFkB inh
CCN(Cc1cc(=O)n2ccsc2n1)Cc1nc2ccccc2c(=O)[nH]1	5.9	-11.7	-3.1	12.1	-1.1	-3.9	-0.9	-2.8	-2.4	9.0	0.6
Cc1cccc(-c2nc(C)cc(=O)[nH]2)c1	7.4	-4.0	-0.8	4.1	9.8	-34.1	4.7	-9.6	-25.4	-12.3	-5.1

Only part of the results is shown; the hit share may differ from the screen's.
